From PubChem
miR122 inh: blocks miR-122 activity in Huh7 sensor cells; activation (reporter increase), % at 12.5 µM; Huh7 miR-122 Renilla luciferase sensor, 48 h; neutral wells = 0, positive control = 100; AID 602342; 340,000 tested, 0.3% active;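 active = mean replicate activation score at least 90 and every replicate individually at or above 90; inconclusive = only one of the two criteria met; inactive = neither criterion met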;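 note: higher luciferase means less miR-122 activity so hits act as miR-122 inhibitors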
Cneo AK release: Cryptococcus neoformans lysis via adenylate kinase release; C. neoformans lysis, adenylate kinase release luminescence, 4 h; normalised: neutral wells 0, clomiphene wells 100; lysis activity, % at 15 µM; 360,000 tested, 0.2% active; AID 651654;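 active = mean lysis activity across replicates of at least 80%, whatever share of replicates individually reach that level; inactive = mean lysis activity below 80%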
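Material – log-phase Cryptococcus neoformans yeast cells · Input – 5 × 10^6 yeast cells/mL · Medium – fresh YPD growth medium · Doses – single compound concentration per well · Timing – static 4 h at 37 °C with compound, 1 h detection · Detection – adenylate kinase release luminescence · Read-out – signal increase indicating cell lysis · Control set – Clomiphene as positive lysis control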
RAD52 inh: blocks human RAD52 DNA annealing; P43351; recombinant RAD52 DNA annealing, FRET fluorescence; inhibition, % at 18.7 µM; 360,000 tested, 0.46% active; AID 651710;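 active = every replicate showing at least 50% inhibition; inconclusive = mean inhibition at least 50% but not in every replicate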
Target sequence (P43351 whole entry, looked up): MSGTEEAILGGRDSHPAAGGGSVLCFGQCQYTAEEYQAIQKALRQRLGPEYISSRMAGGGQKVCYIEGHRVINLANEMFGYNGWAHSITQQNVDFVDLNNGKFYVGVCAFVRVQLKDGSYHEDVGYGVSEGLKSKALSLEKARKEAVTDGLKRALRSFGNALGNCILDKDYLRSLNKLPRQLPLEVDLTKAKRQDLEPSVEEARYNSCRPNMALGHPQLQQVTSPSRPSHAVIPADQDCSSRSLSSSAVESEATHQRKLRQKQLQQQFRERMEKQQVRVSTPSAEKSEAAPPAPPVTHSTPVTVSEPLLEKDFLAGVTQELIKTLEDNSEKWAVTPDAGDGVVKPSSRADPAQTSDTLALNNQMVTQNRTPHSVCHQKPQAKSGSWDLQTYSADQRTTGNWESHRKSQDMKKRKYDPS
E-selectin induc: E-selectin induction on HUVECs. activation, % at 7.58 µM. 260,000 tested, 0.37% active. HUVEC E-selectin immunofluorescence imaging; normalized: neutral wells 0, TNF-alpha wells 100. P16581;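 active = mean E-selectin-positive cell signal at least 10% of the positive control, reached in at least 60% of replicates, without over 20% cell loss; inconclusive = no rule given, readout overlaps actives, possibly toxicity-flagged; inactive = the rest, including those meeting only one limit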;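 note: in these data hits start at about 27%; measured in HUVEC primary endothelial cells; signal is the percent of cells scored E-selectin positive by PE staining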
Target sequence (P16581 whole entry, looked up): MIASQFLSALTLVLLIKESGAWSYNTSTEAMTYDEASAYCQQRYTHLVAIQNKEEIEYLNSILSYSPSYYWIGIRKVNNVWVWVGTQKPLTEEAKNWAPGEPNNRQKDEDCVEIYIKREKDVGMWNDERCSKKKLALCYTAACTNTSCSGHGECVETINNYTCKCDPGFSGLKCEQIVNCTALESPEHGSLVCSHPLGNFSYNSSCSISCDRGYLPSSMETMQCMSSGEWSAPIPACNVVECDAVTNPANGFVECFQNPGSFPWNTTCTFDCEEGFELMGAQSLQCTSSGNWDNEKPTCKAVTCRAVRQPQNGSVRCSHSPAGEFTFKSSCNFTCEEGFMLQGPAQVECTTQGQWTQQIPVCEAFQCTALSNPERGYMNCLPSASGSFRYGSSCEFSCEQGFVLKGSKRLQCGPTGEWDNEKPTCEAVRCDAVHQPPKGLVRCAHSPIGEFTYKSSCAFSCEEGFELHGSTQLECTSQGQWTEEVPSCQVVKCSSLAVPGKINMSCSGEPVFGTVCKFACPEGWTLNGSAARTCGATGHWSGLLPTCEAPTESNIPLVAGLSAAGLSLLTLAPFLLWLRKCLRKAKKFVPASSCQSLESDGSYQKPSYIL
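Test system: HUVEC; input: 3,000 HUVEC/well; measured by: immunofluorescence imaging; read-out: % PE-positive cells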
PglD inh: blocks C. jejuni PglD acetyltransferase activity; 360,000 tested, 0.098% active; inhibition, % at 12.5 µM; purified PglD enzyme, DTNB colorimetric CoA detection; AID 602405; in the data active = inhibition above about 16%, passing the limit was not always enough; inconclusive = no clear call, values can overlap the other calls; note: strong numbers were not always called active
ERAP1 HTS inh: inhibitors of human ERAP1 aminopeptidase. Q9NZ08. recombinant ERAP1, Leu-AMC fluorescence, 60 min. inhibition, % at 10.7 µM. 340,000 tested, 0.15% active. AID 652197;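 active = mean replicate inhibition of at least 30%, or all replicates individually reaching that 30% level; inactive = mean below 30% and not every replicate reaching it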;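 note: 0% = neutral control wells and 100% = L-leucinethiol positive control wells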
PGC1a acetyl inh: modulators of PGC1a acetylation; inhibition, % at 15.6 µM; 350,000 tested, 0.17% active; U2OS PGC1a acetylation, AlphaScreen anti-acetyl-lysine; with virally co-expressed GCN5 acetyltransferase;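 active = every replicate shows inhibition of at least 40%; inconclusive = mean inhibition at least 40% but some replicate below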;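 note: 0% = neutral control wells and 100% = positive control wells; some results beyond the cut were filed as inactive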
RAD54 branch: RAD54 (human) branch migration inhibition; Q92698; RAD54 Holliday junction branch migration, FAM/BHQ fluorescence; inhibition, % at 10.4 µM; 360,000 tested, 0.14% active;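 active = mean normalized replicate activity at least 40 and at least half of replicates scoring 40 or more; inconclusive = only one of the two criteria met; inactive = mean below 40 and under half of replicates reaching 40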;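 note: 0% = median of neutral control wells and 100% = median of positive control wells; inhibitors cause a drop in the FAM fluorescence signal; in these data hits start at about 50%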
* marks the source's active call; other numbers are inactive results; & = joins results of further samples; [ ] = remark or other dose.

`Cc1ccc2nc(NCCC(=O)O)nc(-c3ccccc3)c2c1` gave miR122 inh -4, Cneo AK release 1, RAD52 inh 0, PglD inh 0, ERAP1 HTS inh -6, PGC1a acetyl inh 10 and RAD54 branch -4.
Screening Cc1ccc(N2CCN(/N=C/C=C/c3ccccc3)CC2)cc1 returned miR122 inh -3, Cneo AK release -4, PglD inh -3, PGC1a acetyl inh 6 and RAD54 branch -2.
For Cc1occc1C(=O)N1CCCc2ccccc21 the results were miR122 inh 2, Cneo AK release 2, PglD inh -4, PGC1a acetyl inh 2 and RAD54 branch 6.
CCc1nc2ccc(C(=O)NCCc3ccccn3)cn2c1N(C)Cc1nccs1 was read as miR122 inh -2, Cneo AK release -2, RAD52 inh 2, E-selectin induc 0.4, PglD inh -4, ERAP1 HTS inh 3, PGC1a acetyl inh 2 and RAD54 branch -10.
For Cc1ccc(S(=O)(=O)N2CCOCC2)cc1C(=O)OCC(=O)NCCc1ccc(F)cc1 the results were miR122 inh -3, Cneo AK release 0, RAD52 inh -6, E-selectin induc -0.1, PglD inh 1, ERAP1 HTS inh 1, PGC1a acetyl inh 4 and RAD54 branch -4.
O=C(C[C@@H]1CC[C@H]2[C@@H](COC[C@H](O)CN2CCc2ccccc2)O1)NCc1ccccc1 was read as miR122 inh 5[16.7 µM], Cneo AK release 1, RAD52 inh -3, E-selectin induc -0.1, PglD inh -1, PGC1a acetyl inh -1 and RAD54 branch 6.
N#CC1CC(c2ccccc2)=NN1c1ccccc1[N+](=O)[O-] (configuration not stated) was read as miR122 inh 9, RAD52 inh -8, ERAP1 HTS inh -4 and PGC1a acetyl inh 21.
COc1cc(C(O)c2nc3ccccc3n2C)cc(OC)c1OC (configuration not stated) was read as miR122 inh 1, Cneo AK release 1, PglD inh 8, PGC1a acetyl inh 13 and RAD54 branch -12.
Screening O=C(NCC(c1cccnc1)N1CCN(c2ccc(F)cc2)CC1)c1ccco1 (configuration not stated) returned miR122 inh -4, Cneo AK release -2, RAD52 inh -20, E-selectin induc 0.5, PglD inh 2, ERAP1 HTS inh 4, PGC1a acetyl inh 11 and RAD54 branch 1.
For COc1cccc(C(c2nnnn2C2CCCCC2)N2CCN(C/C=C/c3ccccc3)CC2)c1OC (configuration not stated) the results were miR122 inh 6, Cneo AK release 24, RAD52 inh 2, E-selectin induc -0.2, PglD inh 5, ERAP1 HTS inh 4, PGC1a acetyl inh 10 and RAD54 branch -6.
COc1ccc(C#Cc2ccc([C@H]3[C@@H](CO)N4CCCCN(C)C[C@@H]34)cc2)cc1 was read as miR122 inh 27[16.7 µM], Cneo AK release 4, RAD52 inh 49, E-selectin induc 0.3, PglD inh -2, ERAP1 HTS inh -2, PGC1a acetyl inh 10 and RAD54 branch 14.
Screening COc1ccc(C(=O)NC2CC(C)(C)NC(C)(C)C2)cc1S(=O)(=O)N1CCOCC1 returned miR122 inh -5, Cneo AK release 6, RAD52 inh 98*, PglD inh 5, ERAP1 HTS inh -5, PGC1a acetyl inh -10 and RAD54 branch 0.
O=S(=O)(c1ccc(NC(=S)N2CCN(c3ccc(O)cc3)CC2)cc1)N1CCOCC1 was read as miR122 inh 6, Cneo AK release 25, RAD52 inh -1, PglD inh 1, ERAP1 HTS inh 10, PGC1a acetyl inh -3 and RAD54 branch 7.
For O=C(O)C1C(C(=O)Nc2ccc(Cl)cc2)C2C=CC1C21CC1 (configuration not stated) the results were miR122 inh -3, Cneo AK release -3, PglD inh -4, PGC1a acetyl inh -11 and RAD54 branch 0.
Screening Cc1cc(C)cc(NC(=O)N2CCC(NC(=O)c3ccccc3C)CC2)c1 returned miR122 inh 2, Cneo AK release 1, PglD inh 6, PGC1a acetyl inh -8 and RAD54 branch -1.
`Cc1c(C(=O)NCc2ccccc2)oc2ccc(S(=O)(=O)N3CCC4(CC3)OCCO4)cc12` gave miR122 inh 1, Cneo AK release -4, PglD inh 7, PGC1a acetyl inh -36 and RAD54 branch 14.
For N#Cc1ccccc1Cn1c(=O)oc2ccccc21 the results were miR122 inh 0, Cneo AK release -1, RAD52 inh -29, PglD inh -6, ERAP1 HTS inh -5 and RAD54 branch 10.
Screening COc1ccc(S(=O)(=O)N(C)C[C@H]2OCc3ccccc3-c3c(n(C)c4ccccc34)C(=O)N([C@H](C)CO)C[C@@H]2C)cc1 returned Cneo AK release -4, RAD52 inh -1, E-selectin induc -0.3, PglD inh 1, ERAP1 HTS inh 2, PGC1a acetyl inh -3 and RAD54 branch 2.
Screening O=C(Nc1ccccc1)OCc1cncs1 returned miR122 inh 0, Cneo AK release 0, RAD52 inh -6, PglD inh -5, ERAP1 HTS inh -1, PGC1a acetyl inh 5 and RAD54 branch -5.
`C[C@@H]1CCCCO[C@@H](CN(C)Cc2ccc3c(c2)OCO3)[C@H](C)CN([C@@H](C)CO)C(=O)c2cc(N(C)C)ccc2O1` gave miR122 inh 2&0[16.7 µM], Cneo AK release 3, RAD52 inh 19, PglD inh 1, ERAP1 HTS inh 0, PGC1a acetyl inh -8&9 and RAD54 branch -2.
`CCc1ccc2[nH]c(=O)c(CN(CCCO)C(=O)NCc3ccccc3)cc2c1` gave miR122 inh -7, Cneo AK release 2, PglD inh 1, PGC1a acetyl inh -4 and RAD54 branch 6.
CC1(OC(=O)CCc2ccccc2)C(=O)C=C2C=C(c3ccc(C#N)cc3)N(C(CO)CO)C=C2C1=O (configuration not stated) was read as miR122 inh -3, Cneo AK release 1, RAD52 inh -8, E-selectin induc -0.1, PglD inh -5, ERAP1 HTS inh 1 and RAD54 branch -16.
Screening CC1CCC2(CC1)NC(=O)N(CC(=O)NCCc1ccc(F)cc1)C2=O (configuration not stated) returned miR122 inh -9, Cneo AK release 0, RAD52 inh -3, PglD inh -2, ERAP1 HTS inh -4, PGC1a acetyl inh 5 and RAD54 branch 7.
Screening CSc1ccc(CNC(=O)C2Cc3cc(S(=O)(=O)N4CCCC4)ccc3N2C(C)=O)cc1 (configuration not stated) returned miR122 inh 0, Cneo AK release -1, RAD52 inh -7, PglD inh 0, ERAP1 HTS inh 3, PGC1a acetyl inh 5 and RAD54 branch 4.
Cc1cc(NC(=O)CCC(=O)N(c2ccccc2)C(C(=O)NCC2CCCO2)c2cccnc2)no1 (configuration not stated) was read as miR122 inh 8, Cneo AK release 7, PglD inh -29, PGC1a acetyl inh 8 and RAD54 branch 11.
`O=C(c1ccccc1)c1cc2ccccc2oc1=O` gave Cneo AK release 0, RAD52 inh 5, E-selectin induc 0.0, PglD inh 0, ERAP1 HTS inh 1, PGC1a acetyl inh 5 and RAD54 branch -2.
For CCN1CCN(CC(=O)N/N=C/c2cc(Br)cs2)CC1 the results were miR122 inh -3, Cneo AK release 0, RAD52 inh -1, E-selectin induc 0.2, PglD inh 7, ERAP1 HTS inh 1, PGC1a acetyl inh -23 and RAD54 branch 0.
For COc1ccc(CCNC(=O)CSc2nc3c(c(=O)n(C)c(=O)n3C)n2C)cc1OC the results were miR122 inh -2, Cneo AK release 0, PglD inh -1, PGC1a acetyl inh 0 and RAD54 branch -7.
For CC(NS(=O)(=O)c1ccc(OCC(=O)N2CCCC2)cc1)c1ccccc1 (configuration not stated) the results were Cneo AK release -2, RAD52 inh 1, PglD inh -2, ERAP1 HTS inh -4 and RAD54 branch -1.
Screening COc1ccc(/C=C/C(=O)c2ccc(C)c([N+](=O)[O-])c2)cc1O returned miR122 inh -1, Cneo AK release -2, RAD52 inh 31, E-selectin induc -1.4, PglD inh -5, ERAP1 HTS inh 2, PGC1a acetyl inh -14 and RAD54 branch 3.
CCOc1ccc(OCCC(=O)OCC(=O)NC2CCCCC2)cc1 was read as miR122 inh 3, Cneo AK release -2, RAD52 inh -13, E-selectin induc 3.4, PglD inh -1, ERAP1 HTS inh -1, PGC1a acetyl inh 1 and RAD54 branch -11.
Cc1ccc(C(=O)CSc2nc(-c3ccccc3)ccc2C#N)cc1 was read as miR122 inh -2, Cneo AK release -2, PglD inh 10, PGC1a acetyl inh -8 and RAD54 branch -6.
CN(C)c1ccc(C(=O)OCC(=O)N2CCCCCC2)cc1 was read as miR122 inh 3, Cneo AK release 1, RAD52 inh 5, E-selectin induc 0.0, PglD inh -1, ERAP1 HTS inh 10, PGC1a acetyl inh 0 and RAD54 branch 1.
O=C(COC(=O)c1ccco1)NCc1ccc2c(c1)OCO2 was read as miR122 inh -1, Cneo AK release -4, RAD52 inh -5, E-selectin induc 1.3, PglD inh 1, ERAP1 HTS inh 10, PGC1a acetyl inh inconclusive and RAD54 branch -16.
For O=C(Nc1cccc(-c2ccc(N3CCOCC3)nn2)c1)c1ccc([N+](=O)[O-])cc1 the results were miR122 inh -1, Cneo AK release 1, RAD52 inh -7, E-selectin induc -1.8, PglD inh 3, ERAP1 HTS inh -1, PGC1a acetyl inh -1 and RAD54 branch 1.
For CC(CC(=O)O)NCC1COc2ccccc2O1 (configuration not stated) the results were miR122 inh -3, Cneo AK release -3, RAD52 inh -13, PglD inh 8, ERAP1 HTS inh 6, PGC1a acetyl inh 0 and RAD54 branch 7.
Screening NC(CC(=O)O)c1cccc(OCc2ccccc2)c1 (configuration not stated) returned miR122 inh -7, Cneo AK release 8, PglD inh 2, PGC1a acetyl inh -6 and RAD54 branch 6.
For CCCC#Cc1ccc2c(c1)O[C@H](CN(C)S(=O)(=O)c1cccc(F)c1)[C@H](C)CN([C@H](C)CO)S2(=O)=O the results were miR122 inh 65[16.7 µM], Cneo AK release 4, RAD52 inh 4, E-selectin induc -0.1, PglD inh 1, ERAP1 HTS inh 0, PGC1a acetyl inh -7 and RAD54 branch -2.
For CCOC(=O)c1cnc(-c2ccccc2)nc1N(C)C the results were miR122 inh 2, Cneo AK release -1, RAD52 inh -3, PglD inh 5, ERAP1 HTS inh -3, PGC1a acetyl inh -20 and RAD54 branch 11.
For O=C1CCN(Cc2ccccc2)CCN1CCOc1ccccc1 the results were Cneo AK release -2, RAD52 inh -10, E-selectin induc 0.1, PglD inh -1 and RAD54 branch -4.
C[C@@H]1CN([C@H](C)CO)C(=O)c2cc(C#CC3(O)CCCC3)cnc2O[C@H]1CN(C)C(=O)CN(C)C was read as miR122 inh -7[16.7 µM], Cneo AK release -5, RAD52 inh -6, E-selectin induc 0.9, PglD inh 1, ERAP1 HTS inh -2, PGC1a acetyl inh -12 and RAD54 branch 3.
For c1nc(NCCN2CCOCC2)c2sc3nc(N4CCOCC4)c4c(c3c2n1)CCC4 the results were miR122 inh 5, Cneo AK release -2, RAD52 inh 27, PglD inh 3, ERAP1 HTS inh 0, PGC1a acetyl inh 2 and RAD54 branch 14.
For CCOC(=O)c1c(C)[nH]c(C)c1C(=O)COC(=O)/C=C/c1ccc(OC(F)F)cc1 the results were miR122 inh 0, Cneo AK release -3, RAD52 inh -47, E-selectin induc -0.3, PglD inh 1, ERAP1 HTS inh 0, PGC1a acetyl inh -4 and RAD54 branch -2.

Two compounds picked at random from those above:
For CC(NS(=O)(=O)c1ccc(OCC(=O)N2CCCC2)cc1)c1ccccc1 (configuration not stated) the results were Cneo AK release -2, RAD52 inh 1, PglD inh -2, ERAP1 HTS inh -4 and RAD54 branch -1.
For Cc1ccc(S(=O)(=O)N2CCOCC2)cc1C(=O)OCC(=O)NCCc1ccc(F)cc1 the results were miR122 inh -3, Cneo AK release 0, RAD52 inh -6, E-selectin induc -0.1, PglD inh 1, ERAP1 HTS inh 1, PGC1a acetyl inh 4 and RAD54 branch -4.
